Compound activity: PubChem, several laboratories
LAP4-GFP MLPCN – alters LAP4-GFP fluorescence in TOR pathway yeast screen; S. cerevisiae LAP4-GFP multiplex, flow cytometry GFP, 3 h; median GFP as percent of DMSO wells; 320,000 tested, 0.34% active; GFP response vs DMSO, % at 10 µM;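 active means GFP response vs DMSO above a set limit, about the screen mean plus 3 SD, cut at about 150% in these data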
VLA-4 inh – inhibition in a human VLA-4 binding assay; P13612; VLA-4 expressing cells, ligand binding flow cytometry; inhibition, % (about 7 µM as worked out from the volumes in the protocol); 330,000 tested, 0.2% active; AID 2557; in the data active means inhibition above about 50%
MEP2 TOR yeast – alters MEP2-GFP fluorescence in TOR pathway yeast screen; S. cerevisiae MEP2-GFP strain, flow cytometry GFP, 3 h; 100% = DMSO control level; GFP response vs DMSO, % at 10 µM; 330,000 tested, 0.51% active; AID 2016;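 active means GFP response versus DMSO above a set limit, roughly screen mean plus 3 SD, cut at about 180% in these data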;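 further: median GFP fluorescence of the barcode-gated MEP2-GFP cells per well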
RPL19A-GFP yeast – modulators of TOR pathway RPL19A-GFP in S. cerevisiae; percent response vs DMSO, % at 10 µM; 330,000 tested, 0.3% active; S. cerevisiae RPL19A-GFP strain, flow cytometry, 3 h; stronger effect = lower value;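 active means percent response vs DMSO below 50%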;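 further: median channel GFP fluorescence of the barcoded RPL19A-GFP strain; ratio of sample median GFP to plate DMSO average so 100% = DMSO; lower means less RPL19A-GFP as with rapamycin TOR inhibition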
GASC-1 inh – blocks human GASC-1 demethylase activity; Q9H3R0; GST-JMJD2C(1-420) H3K9me3 demethylation, DELFIA europium; inhibition, % at 2.35 µM; 330,000 tested, 0.069% active; AID 2099;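 active means more than half of a compound's replicate wells show inhibition beyond 50%, single wells judged on their own value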;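 further: signal counts dimethyl H3K9 product captured on neutravidin plate; 0% = median of DMSO wells and 100% = 0.3 times that DMSO median; strong numbers were not always called active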
Target sequence (Q9H3R0 1-420 limits assumed): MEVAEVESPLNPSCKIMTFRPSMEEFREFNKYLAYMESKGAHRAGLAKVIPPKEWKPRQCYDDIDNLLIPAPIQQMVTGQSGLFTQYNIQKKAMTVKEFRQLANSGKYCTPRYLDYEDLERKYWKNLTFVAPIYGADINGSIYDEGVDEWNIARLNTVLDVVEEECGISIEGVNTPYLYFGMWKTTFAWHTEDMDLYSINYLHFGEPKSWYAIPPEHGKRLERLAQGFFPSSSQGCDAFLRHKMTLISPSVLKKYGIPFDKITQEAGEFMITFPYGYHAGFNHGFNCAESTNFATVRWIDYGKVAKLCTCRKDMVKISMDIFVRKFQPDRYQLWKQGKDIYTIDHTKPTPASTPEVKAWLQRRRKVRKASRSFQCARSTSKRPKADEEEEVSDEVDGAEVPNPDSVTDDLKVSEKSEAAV
GRK2 inh – blocks RNA aptamer binding to human GRK2. P25098. bead flow cytometry, FAM-aptamer displacement from GRK2. inhibition of aptamer binding, % at 10 µM. 330,000 tested, 0.59% active;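 active means inhibition of aptamer binding above 40%, roughly 3 SD of noise, on plates passing a quality check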;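 further: median bead fluorescence of bound FAM aptamer so fluorescent compounds give negative values; no value below 0 was filed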
AGP1 TOR yeast – modulators of TOR pathway AGP1-GFP in S. cerevisiae. S. cerevisiae AGP1-GFP multiplex flow cytometry, 3 h; GFP as percent of DMSO wells. GFP response vs DMSO, % at 10 µM. 320,000 tested, 0.02% active;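 active means GFP response relative to DMSO above a set limit, near screen average plus 3 SD, cut at about 150% in these data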;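 further: median GFP channel fluorescence of the gated AGP1 strain per well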
CIT2-GFP yeast – modulators of TOR pathway CIT2-GFP in S. cerevisiae | 320,000 tested, 0.065% active | GFP response vs DMSO, % at 10 µM | AID 2029 | S. cerevisiae CIT2-GFP strain, flow cytometry, 3 h; 100 means same as DMSO wells;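 active means GFP response relative to DMSO above a set limit, near the screen mean plus 3 SD, cut at about 150% in these data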;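 further: ratio of well median GFP fluorescence to mean of DMSO wells on the plate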
Starred values were filed as active, the others as inactive.

`O=C(NCc1cn2ccccc2n1)C1CCC(=O)N(Cc2ccccc2F)C1` (stereo not drawn) gave LAP4-GFP MLPCN 86, VLA-4 inh 4, MEP2 TOR yeast 100, RPL19A-GFP yeast 100, GASC-1 inh -1, GRK2 inh 0, AGP1 TOR yeast 97 and CIT2-GFP yeast 94.
Screening CCCCC/C(=N\NC(=O)Nc1ccccc1)c1ccccc1 returned LAP4-GFP MLPCN 95, VLA-4 inh 17, MEP2 TOR yeast 96, RPL19A-GFP yeast 98, GASC-1 inh 10, GRK2 inh 0, AGP1 TOR yeast 96 and CIT2-GFP yeast 94.
Cc1onc(-c2c(F)cccc2Cl)c1C(=O)N1CCCc2ccccc21 was read as LAP4-GFP MLPCN 94, VLA-4 inh 14, MEP2 TOR yeast 94, RPL19A-GFP yeast 89, GASC-1 inh -6, GRK2 inh 2, AGP1 TOR yeast 93 and CIT2-GFP yeast 94.
COc1ccc(N2CCN(C(c3cccs3)C(C)NC(=O)c3ccc4c(c3)OCO4)CC2)cc1 (stereo not drawn) was read as LAP4-GFP MLPCN 90, VLA-4 inh -3, MEP2 TOR yeast 101, RPL19A-GFP yeast 103, GASC-1 inh 9, GRK2 inh 1, AGP1 TOR yeast 101 and CIT2-GFP yeast 100.
For CC1CCc2c(cnc3ncnn23)C1 (stereo not drawn) the results were LAP4-GFP MLPCN 104, VLA-4 inh -2, MEP2 TOR yeast 103, RPL19A-GFP yeast 102, GASC-1 inh 1, GRK2 inh 0, AGP1 TOR yeast 110 and CIT2-GFP yeast 109.
For CCOC(=O)CSc1n[nH]c(NS(=O)(=O)c2ccccc2C(F)(F)F)n1 the results were LAP4-GFP MLPCN 113, VLA-4 inh -1, MEP2 TOR yeast 109, RPL19A-GFP yeast 108, GASC-1 inh -16, GRK2 inh 0 and AGP1 TOR yeast 109.
O=C(Nc1n[nH]c(C2CCCCC2)n1)C1CCCCC1 was read as LAP4-GFP MLPCN 102, VLA-4 inh 8, MEP2 TOR yeast 100, RPL19A-GFP yeast 104, GASC-1 inh 4, GRK2 inh 2, AGP1 TOR yeast 114 and CIT2-GFP yeast 96.
`CN(C(=O)C1CCN(S(=O)(=O)c2cccs2)CC1)c1ccccc1` gave LAP4-GFP MLPCN 95, VLA-4 inh 6, MEP2 TOR yeast 102, RPL19A-GFP yeast 104, GASC-1 inh -11, GRK2 inh 0, AGP1 TOR yeast 96 and CIT2-GFP yeast 98.
Cc1ccnc(NC(=O)c2ccc(Cl)c(NC(=O)c3ccccc3C)c2)c1 was read as LAP4-GFP MLPCN 95, VLA-4 inh 19, MEP2 TOR yeast 104, RPL19A-GFP yeast 100, GASC-1 inh 2, GRK2 inh 3, AGP1 TOR yeast 95 and CIT2-GFP yeast 96.
`CCOc1ccc(NC(=O)N2CCc3ccccc3C2)cc1` gave LAP4-GFP MLPCN 85, VLA-4 inh 1, MEP2 TOR yeast 101, RPL19A-GFP yeast 107, GASC-1 inh -1, GRK2 inh 4, AGP1 TOR yeast 85 and CIT2-GFP yeast 93.
O=C(NC(=O)N1CCCCCC1)c1ccccc1 was read as LAP4-GFP MLPCN 103, VLA-4 inh 0, MEP2 TOR yeast 101, RPL19A-GFP yeast 93, GASC-1 inh 6, GRK2 inh 5, AGP1 TOR yeast 110 and CIT2-GFP yeast 104.
For O=C1NC(c2ccccn2)Nc2sc3c(c21)CCC3 (stereo not drawn) the results were LAP4-GFP MLPCN 104, VLA-4 inh 6, MEP2 TOR yeast 99, RPL19A-GFP yeast 83, GASC-1 inh 7, GRK2 inh 2, AGP1 TOR yeast 82 and CIT2-GFP yeast 92.
For Cc1ccc(C)c(NC(=O)CSc2nccn2Cc2ccco2)c1 the results were LAP4-GFP MLPCN 92, VLA-4 inh -4, MEP2 TOR yeast 108, RPL19A-GFP yeast 103, GASC-1 inh -2, GRK2 inh 5, AGP1 TOR yeast 105 and CIT2-GFP yeast 98.
`COCc1[nH][nH]c(=O)c1C=Nc1ccc(C(F)(F)F)cc1` gave LAP4-GFP MLPCN 87, VLA-4 inh 6, MEP2 TOR yeast 106, RPL19A-GFP yeast 106, GASC-1 inh 10, GRK2 inh 1, AGP1 TOR yeast 96 and CIT2-GFP yeast 106.
For O=C(NCCCCNC(=O)c1ccc(F)cc1)c1ccc(F)cc1 the results were LAP4-GFP MLPCN 99, VLA-4 inh 13, MEP2 TOR yeast 108, RPL19A-GFP yeast 102, GASC-1 inh -1, GRK2 inh 1, AGP1 TOR yeast 97 and CIT2-GFP yeast 102.
For Cc1ccccc1NC(=O)CC(=O)c1ccccc1 the results were LAP4-GFP MLPCN 92, VLA-4 inh -1, MEP2 TOR yeast 108, RPL19A-GFP yeast 100, GASC-1 inh 0, GRK2 inh 1, AGP1 TOR yeast 94 and CIT2-GFP yeast 101.
For O=C(NCC1CCCO1)C(=O)N/N=C/c1ccc(OCc2ccccc2Cl)cc1 (stereo not drawn) the results were LAP4-GFP MLPCN 105, VLA-4 inh 17, MEP2 TOR yeast 106, RPL19A-GFP yeast 97, GASC-1 inh -5, GRK2 inh 1, AGP1 TOR yeast 98 and CIT2-GFP yeast 89.
COCn1c(-c2ccc(OC)cc2)nc2ccccc21 was read as LAP4-GFP MLPCN 102, VLA-4 inh -3, MEP2 TOR yeast 98, RPL19A-GFP yeast 98, GASC-1 inh 13, GRK2 inh 0, AGP1 TOR yeast 97 and CIT2-GFP yeast 87.
CCOC(=O)C1CCN(C(=O)Cn2cc(C(=O)OC)c3ccccc32)CC1 was read as LAP4-GFP MLPCN 94, VLA-4 inh 0, MEP2 TOR yeast 100, RPL19A-GFP yeast 97, GASC-1 inh -15, GRK2 inh 9, AGP1 TOR yeast 102 and CIT2-GFP yeast 98.
Screening CCOC(=O)C1CCN(S(=O)(=O)c2ccc(CNC(=O)c3ccccc3)s2)CC1 returned LAP4-GFP MLPCN 99, VLA-4 inh 1, MEP2 TOR yeast 101, RPL19A-GFP yeast 102, GASC-1 inh -5, GRK2 inh 3, AGP1 TOR yeast 96 and CIT2-GFP yeast 95.

Looked up by structure from the list above, two records:
CCOC(=O)C1CCN(C(=O)Cn2cc(C(=O)OC)c3ccccc32)CC1 was read as LAP4-GFP MLPCN 94, VLA-4 inh 0, MEP2 TOR yeast 100, RPL19A-GFP yeast 97, GASC-1 inh -15, GRK2 inh 9, AGP1 TOR yeast 102 and CIT2-GFP yeast 98.
Screening CCOC(=O)C1CCN(S(=O)(=O)c2ccc(CNC(=O)c3ccccc3)s2)CC1 returned LAP4-GFP MLPCN 99, VLA-4 inh 1, MEP2 TOR yeast 101, RPL19A-GFP yeast 102, GASC-1 inh -5, GRK2 inh 3, AGP1 TOR yeast 96 and CIT2-GFP yeast 95.

The main list resumes, repeating the 2 entries before the break.
CCOC(=O)C1CCN(C(=O)Cn2cc(C(=O)OC)c3ccccc32)CC1 was read as LAP4-GFP MLPCN 94, VLA-4 inh 0, MEP2 TOR yeast 100, RPL19A-GFP yeast 97, GASC-1 inh -15, GRK2 inh 9, AGP1 TOR yeast 102 and CIT2-GFP yeast 98.
Screening CCOC(=O)C1CCN(S(=O)(=O)c2ccc(CNC(=O)c3ccccc3)s2)CC1 returned LAP4-GFP MLPCN 99, VLA-4 inh 1, MEP2 TOR yeast 101, RPL19A-GFP yeast 102, GASC-1 inh -5, GRK2 inh 3, AGP1 TOR yeast 96 and CIT2-GFP yeast 95.
`Cc1ccc(-n2nnnc2SCC(=O)Nc2ccccc2N2CCCCC2)cc1C` gave LAP4-GFP MLPCN 99, VLA-4 inh 0, MEP2 TOR yeast 99, RPL19A-GFP yeast 97, GASC-1 inh -18, GRK2 inh 0, AGP1 TOR yeast 104 and CIT2-GFP yeast 102.
For CC(C)(C)c1ccc(N2C(=O)CSC2c2cccnc2)cc1 (stereo not drawn) the results were LAP4-GFP MLPCN 109, VLA-4 inh -4, MEP2 TOR yeast 103, RPL19A-GFP yeast 99, GASC-1 inh 2, GRK2 inh 1, AGP1 TOR yeast 109 and CIT2-GFP yeast 98.
`CCOC(=O)c1ccc(NC2OC(=O)c3ccccc32)cc1` (stereo not drawn) gave LAP4-GFP MLPCN 100, VLA-4 inh 2, MEP2 TOR yeast 103, RPL19A-GFP yeast 101, GASC-1 inh -4, GRK2 inh 0, AGP1 TOR yeast 106 and CIT2-GFP yeast 110.
Screening O=C(Cc1ccccc1)N/N=C/c1cc(Br)c(Br)o1 returned LAP4-GFP MLPCN 101, VLA-4 inh 4, MEP2 TOR yeast 96, RPL19A-GFP yeast 97, GASC-1 inh 16, GRK2 inh 0, AGP1 TOR yeast 95 and CIT2-GFP yeast 92.
Screening O=C(NCCN1CCOCC1)c1cc(Br)ccc1Cl returned LAP4-GFP MLPCN 96, VLA-4 inh 4, MEP2 TOR yeast 113, RPL19A-GFP yeast 103, GASC-1 inh -3, GRK2 inh 1, AGP1 TOR yeast 98 and CIT2-GFP yeast 104.
Screening COc1ccc(-c2noc(C3CCCN(C(=O)c4c(F)cccc4F)C3)n2)cc1OC (stereo not drawn) returned LAP4-GFP MLPCN 84, VLA-4 inh -1, MEP2 TOR yeast 109, RPL19A-GFP yeast 99, GASC-1 inh 0, GRK2 inh 0, AGP1 TOR yeast 97 and CIT2-GFP yeast 102.
`CCOC(=O)N1CCN(CC(O)COc2ccccc2[N+](=O)[O-])CC1` (stereo not drawn) gave LAP4-GFP MLPCN 93, VLA-4 inh -10, MEP2 TOR yeast 109, RPL19A-GFP yeast 100, GRK2 inh 1, AGP1 TOR yeast 92 and CIT2-GFP yeast 100.
For O=C(Nc1ccc(N2CCOCC2)cc1)c1cccc(S(=O)(=O)N2CCOCC2)c1 the results were LAP4-GFP MLPCN 108, VLA-4 inh 2, MEP2 TOR yeast 107, RPL19A-GFP yeast 97, GASC-1 inh 5, GRK2 inh 2, AGP1 TOR yeast 102 and CIT2-GFP yeast 108.
Screening Cc1[nH]c(=O)[nH]c(=O)c1NC(=O)c1sc2nc3c(C)cccc3cc2c1N returned LAP4-GFP MLPCN 88, VLA-4 inh 3, MEP2 TOR yeast 94, RPL19A-GFP yeast 102, GASC-1 inh -3, GRK2 inh 0, AGP1 TOR yeast 102 and CIT2-GFP yeast 102.
For CN1C(=O)CS(=O)c2ccc(C(=O)NCCC3=CCCCC3)cc21 (stereo not drawn) the results were LAP4-GFP MLPCN 110, VLA-4 inh 8, MEP2 TOR yeast 106, RPL19A-GFP yeast 98, GASC-1 inh -13, GRK2 inh 2, AGP1 TOR yeast 103 and CIT2-GFP yeast 101.
`CN(c1ccc(C(=O)NCc2ccncc2)cc1)S(=O)(=O)c1ccc(Cl)cc1` gave LAP4-GFP MLPCN 83, VLA-4 inh -11, MEP2 TOR yeast 113, RPL19A-GFP yeast 99, GASC-1 inh 4, GRK2 inh 0 and AGP1 TOR yeast 91.
Cc1ccc(-c2nc(-c3ccccn3)no2)cc1 was read as LAP4-GFP MLPCN 119, VLA-4 inh 16, MEP2 TOR yeast 92, RPL19A-GFP yeast 97, GASC-1 inh -17, GRK2 inh 2, AGP1 TOR yeast 77 and CIT2-GFP yeast 77.
